Screening results: PubChem, several laboratories
Dyrk1A ADPGlo: rat Dyrk1A kinase inhibitors, primary screen, biochemical, single point, plate reader; ADP-Glo luminescence, NFATc1 peptide; inhibition, % at 12.5 µM; actives 0.43% (n = 310,000); in the data active = inhibition above about 50%;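 also: plate controls were vehicle with enzyme for no effect and no enzyme for full effect; many of its hits are not listed in these tables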
HSP90 inh: HSP90 inhibitors, primary screen, cell lysate, luminescence | Rabbit reticulocyte lysate, luciferase refolding luminescence, 3 h | AID 1789, 2009 | actives 0.91% (n = 290,000) | inhibition, % at 5.6 µM;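 active = inhibition above the screen-wide mean plus 3 SD, computed separately per campaign, cut at about 16% in these data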;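 also: 0% = DMSO wells and 100% = 60 µM geldanamycin wells; inhibitors lower the luminescence because luciferase stays unfolded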
Platelet DG rel: inhibitors of platelet dense granule secretion, primary screen, cell-based, MLPCN, human platelets | AID 1663, 2009 | inhibition, %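 (compounds screened at 7.5 µM in platelet-rich plasma)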 | human platelet-rich plasma, SFLLRN dense granule ATP release, luminescence | actives 0.22% (n = 300,000);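 active = mean replicate score, as percent of positive control, at or above 50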
KLF5 inhibitor: KLF5 expression inhibitors, primary screen, DLD-1 cells, luminescence; inhibition, % at 5 µM; actives 0.23% (n = 290,000); DLD-1 KLF5 promoter-luciferase reporter;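 active = inhibition above a per-plate limit of that plate's mean compound inhibition plus 3 SD, cut at about 60% in these data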;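 also: 0% = DMSO wells and 100% = LY294002 at 200 µM; higher means less KLF5 promoter-driven luciferase light; inactives centre near -14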
IEC-6 cytotox: cytotoxicity in IEC-6 intestinal epithelial cells, primary screen, cytotoxicity control for KLF5 inhibitor project, cell-based, luminescence. IEC-6 cytotoxicity, luminescence viability. inhibition, % at 5 µM. AID 1825, 2009. actives 0.78% (n = 290,000); in the data active = inhibition above about 22%;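 also: 0% = plate median of test compound wells and 100% = cytotoxic reference compound wells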
GSK3B inh: human GSK3beta kinase inhibitors, primary screen, biochemical, cell-free homogeneous, HTS; Glycogen synthase kinase-3 beta (Homo sapiens), P49841; GST-GSK3beta kinase, ADP-Glo luminescence, 60 min; stronger effect = lower value; activity score (negative = inhibition), % at 10 µM; actives 0.038% (n = 300,000); AID 2097, 2009;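 active = more than half of replicate wells score below -50%, meaning over 50% inhibition versus plate controls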;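 also: 0% = median DMSO wells and -100% = median GW8510 positive control wells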
Target sequence (P49841 whole entry, looked up): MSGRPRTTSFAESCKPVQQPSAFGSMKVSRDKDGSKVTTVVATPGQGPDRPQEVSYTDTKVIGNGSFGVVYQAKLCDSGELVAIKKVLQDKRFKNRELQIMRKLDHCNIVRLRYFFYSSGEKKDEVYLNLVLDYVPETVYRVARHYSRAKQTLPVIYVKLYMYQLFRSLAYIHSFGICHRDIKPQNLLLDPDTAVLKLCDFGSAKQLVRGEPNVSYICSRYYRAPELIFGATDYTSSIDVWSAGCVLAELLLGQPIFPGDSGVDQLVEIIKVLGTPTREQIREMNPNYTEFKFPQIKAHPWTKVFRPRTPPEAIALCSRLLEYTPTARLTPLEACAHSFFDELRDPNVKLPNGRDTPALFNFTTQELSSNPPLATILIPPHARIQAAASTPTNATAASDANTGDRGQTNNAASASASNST
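Test system: GST-fused GSK3beta enzyme, cell-free | Quantity: 1.6 ng GST-GSK3beta enzyme per well | Reagent: 25 µM ATP with peptide substrate | Schedule: 60 min enzyme reaction, room temperature | Signal: Luminescent ADP-Glo measurement of ADP formed | Read-out basis: Score relative to plate controls | Control set: DMSO and 20 µM GW8510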
HSF-1 act: HSF-1 activators, primary screen, NIH3T3-HGL cells, MG132 stress, luminescence, single point. NIH3T3-HGL HSF-1 luciferase reporter, 8 h; 100% = twice DMSO control signal. activation, % at 9 µM. actives 1.7% (n = 300,000). AID 504408, 2011;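 active = mean replicate activation of at least 50% with a set share of replicates each reaching 50%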;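 also: 0% = median of the neutral control wells and 100% = twice that signal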
aSyn 5UTR inh: MLPCN primary screen, SNCA 5' untranslated region | alpha-synuclein 5'UTR reporter, inhibitor activity | inhibition, % (tested at 7.5 µM) | actives 0.82% (n = 300,000); in the data active = inhibition above about 60%;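 also: H4 neuroglioblastoma cells stably carrying SNCA 5'UTR luciferase fusion; 0% = DMSO wells and 100% = positive control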
GSK3 alpha inh: blockers of GSK3A enzyme activity – biochemical, luminescence, cell-free homogeneous, HTS, primary screen; GSK-3 alpha kinase, ADP-Glo luminescence, 60 min; inhibition, % at 10 µM; actives 0.1% (n = 320,000); AID 2650, 2010;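 in the data active = inhibition above about 50%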;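 also: GST-tagged GSK-3 alpha with peptide substrate and 25 µM ATP; 0% = DMSO neutral wells and 100% = GW8510 positive control wells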
Target sequence (P49840 whole entry, looked up): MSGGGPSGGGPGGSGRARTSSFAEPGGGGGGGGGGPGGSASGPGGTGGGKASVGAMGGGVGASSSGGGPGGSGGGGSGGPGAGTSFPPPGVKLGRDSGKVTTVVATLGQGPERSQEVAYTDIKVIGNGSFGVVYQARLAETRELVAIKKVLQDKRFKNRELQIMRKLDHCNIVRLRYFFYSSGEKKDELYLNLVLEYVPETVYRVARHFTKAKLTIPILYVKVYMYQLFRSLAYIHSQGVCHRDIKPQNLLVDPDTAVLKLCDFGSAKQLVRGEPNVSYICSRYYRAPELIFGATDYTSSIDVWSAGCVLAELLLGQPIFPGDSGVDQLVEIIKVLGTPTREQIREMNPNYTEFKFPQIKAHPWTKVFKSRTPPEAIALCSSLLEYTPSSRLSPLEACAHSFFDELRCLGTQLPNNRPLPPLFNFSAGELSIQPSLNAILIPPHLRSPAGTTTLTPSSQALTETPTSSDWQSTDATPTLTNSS
HSF1 inh: HSF1 inhibitors in luciferase reporter cells, primary screen, cell-based, NIH3T3, luminescence | actives 0.77% (n = 300,000) | activity change, negative = inhibition, % at 7.5 µM (by protocol) | NIH3T3-HGL HSE-luciferase, MG132-induced, luminescence 8 h; stronger effect = lower value;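 active = more than half of replicate wells show activity change below -50%, luminescence cut by over half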;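 also: luciferase reports HSF-1 transcriptional activity via heat shock element; 0% = median of DMSO wells and -100% = zero luminescence signal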
The depositor's hits bear a star; . = not tested or not shown.

SMILES | Dyrk1A ADPGlo | HSP90 inh | Platelet DG rel | KLF5 inhibitor | IEC-6 cytotox | GSK3B inh | HSF-1 act | aSyn 5UTR inh | GSK3 alpha inh | HSF1 inh
O=[N+]([O-])c1cccc(NC(=S)N2CCCC2)c1 | 6 | 0 | . | -2 | 1 | -22 | . | . | . | .
COc1ccc(C2c3c(-c4ccccc4O)n[nH]c3C(=O)N2Cc2ccco2)cc1OC (stereo not drawn) | -11 | 1 | 0 | 2 | -3 | 2 | -14 | 1 | -2 | -1
Cn1c(SCC(=O)c2ccc(F)cc2)nnc1-c1ccccn1 | 6 | 2 | 1 | -9 | -5 | -12 | 14 | -50 | 2 | 2
C=CCn1c(C)nnc1SCC(=O)NC1CCCCC1 | 3 | 1 | -3 | -5 | -1 | -15 | -1 | 13 | -1 | -2
COc1cc(OC)cc(Oc2ccc(S(=O)(=O)N3CCCCC3)cc2[N+](=O)[O-])c1 | 4 | 4 | -2 | -9 | -12 | -1 | -1 | -8 | -2 | -1
CN(C)S(=O)(=O)Oc1ccsc1C(=O)Nc1ccc(Cl)c(Cl)c1 | -1 | 20* | 0 | -48 | 6 | 0 | 19 | -26 | -1 | 1
CC1CCN(C(=O)c2cc(-c3ccccc3O)on2)CC1 | 3 | 0 | 1 | -194 | -3 | 0 | 34 | -82 | 6 | 36
O=C(c1ccc2c3n(nc2c1)-c1ccc(Cl)cc1CO3)N1CCOCC1 | 6 | . | 10 | . | . | -1 | 32 | -109 | 1 | 12
CCn1c2ccccc2c2cc(NC(=O)CSc3nnc(-c4cccc(C)c4)o3)ccc21 | 2 | -1 | -3 | 3 | 5 | -6 | 11 | -63 | 0 | 9
Cc1cc(=O)[nH]c(N2CCc3ccccc3C2)n1 | 6 | -2 | 4 | 5 | -6 | 3 | 10 | 6 | -3 | -6
O=C(c1cnn2c(C(F)F)cc(-c3ccccc3)nc12)N1CCCCC1c1cccnc1 (stereo not drawn) | -6 | 1 | 1 | 10 | 1 | 1 | -6 | 11 | 0 | -4
Oc1ccccc1N1CCN(c2ncccn2)CC1 | 24 | 1 | -2 | -10 | 0 | -2 | . | 12 | -2 | .
O=C1Nc2cc(Cl)c(Cl)cc2N(O)N1c1ccc(Cl)c(Cl)c1 | -2 | 2 | 9 | 12 | 4 | 4 | -10 | -46 | -8 | -6
CCOCCn1ccc2c(OCC(=O)Nc3ccc(OC)cc3OC)cccc2c1=O | 1 | . | 5 | . | . | -4 | 4 | 23 | -1 | 8
O=C(Nc1ccc(N2CCCCC2)cc1)c1ccccc1 | 3 | 28* | 28 | -71 | 2 | -3 | 20 | 15 | -2 | 15
CCCCC1CCCC12NC(=O)NC2=O (stereo not drawn) | -2 | 4 | -2 | -14 | 7 | -1 | -1 | 28 | 1 | 1
C/C=N\NC(=O)COc1cc(C)ccc1C | 1 | 1 | 8 | 6 | -2 | 1 | 0 | -22 | -5 | -1
CC1CCCCC1NC(=O)CN(C)S(=O)(=O)c1ccc2c(c1)c(=O)n(C)c(=O)n2C (stereo not drawn) | 0 | -4 | -5 | -15 | -2 | -1 | -8 | -11 | 1 | 0
NNC(=O)c1[nH]c2ccc(Br)cc2c1-c1ccccc1 | -3 | -1 | 16 | 8 | 0 | 1 | -5 | -13 | -1 | -15
O=C(Cc1ccccc1)Nc1ccc(NC(=O)c2ccc(Br)cc2)cc1 | 3 | -1 | 1 | -5 | 6 | -2 | 8 | -3 | -1 | -5
CSc1nsc(SC)c1C(=O)O | 1 | -2 | 7 | -15 | 2 | 0 | -5 | 28 | -9 | -6
CC(NC(=O)c1cccc(Cl)c1)C1CC2CCC1C2 (stereo not drawn) | -1 | -4 | -5 | -15 | 0 | 0 | 21 | 15 | 3 | -2
Cn1c2ccccc2c2cnn(CC(=O)Nc3ccc(F)cc3F)c(=O)c21 | -4 | 3 | 5 | -24 | -1 | -2 | 2 | 5 | 0 | -7
CC(=O)c1cccc(NC(=O)c2ccc3c(=O)n4c(nc3c2)CCCCC4)c1 | . | -4 | -8 | -74 | 5 | 4 | 7 | -24 | -1 | 2
Cc1ccc(-c2cc3ccccc3nc2N2CCOCC2)cc1 | -1 | 0 | -3 | -24 | 4 | -1 | 13 | 16 | 0 | 12
CC(=O)Nc1nc2ccccc2n1CCOc1ccccc1 | -3 | 7 | -2 | 6 | 12 | 3 | -3 | 26 | 2 | 2
COc1ccc(S(=O)(=O)N2CCCC2CNC(=O)C(=O)NCc2ccco2)cc1 (stereo not drawn) | 3 | . | 13 | . | . | -3 | -17 | -8 | 0 | -7
CC(=O)N1CCC(C(=O)N2CCN(S(=O)(=O)c3ccc(F)cc3)CC2)CC1 | 1 | -4 | -1 | -7 | -2 | -2 | -21 | 0 | 0 | -12
Nc1ccc(Nc2ccncc2[N+](=O)[O-])cc1 | -1 | 3 | -1 | -18 | 1 | -4 | -17 | 4 | 6 | -4
O=c1[nH]c2ccc(NS(=O)(=O)c3ccc(Cl)cc3)cc2[nH]1 | 3 | 7 | 10 | 7 | 3 | -4 | 1 | 6 | 0 | -4
Cc1cc(/C=C2/SC(=S)N(c3cccc(Cl)c3)C2=O)c(C)n1-c1cccnc1 | -3 | -2 | 1 | -14 | -3 | 2 | -32 | 49 | -1 | -26
CC1=C/C(=C(\c2cc(C)c(O)c(Br)c2)c2ccccc2S(=O)(=O)O)C=C(Br)C1=O | 9 | 9 | 15 | -6 | 8 | -5 | -21 | 46 | -1 | -14
O=C(O)CCc1[nH]c2ccccc2c1Sc1ccccc1 | 4 | -1 | 1 | -35 | 0 | 3 | 9 | 18 | -6 | -7
Cn1c(=O)c2c(nc(NCc3ccco3)n2Cc2ccc(Cl)cc2Cl)n(C)c1=O | 0 | 1 | 2 | -58 | -4 | -4 | 2 | -13 | . | 6
CCCCN(CC)C(=O)c1cc2c(=O)n3cccc(C)c3nc2s1 | -3 | -2 | -10 | 1 | 11 | 0 | -40 | -32 | -2 | -21
O=[N+]([O-])c1cccc(P(=O)(O)c2cccc([N+](=O)[O-])c2)c1 | -1 | 2 | -4 | -21 | -4 | 2 | 13 | -13 | 0 | -2
Cc1[nH]nc2nc(SCC(=O)NCC3CCCO3)n(-c3ccc(Br)cc3)c(=N)c12 (stereo not drawn) | 15 | 0 | 7 | -15 | 6 | 1 | 8 | 18 | 2 | 3
CCCN1C(=O)/C(=C/c2cc(C)n(C)c2C)SC1=Nc1ccc(OCC)cc1 | 5 | 0 | 17 | 4 | -4 | 6 | 8 | 31 | 12 | 4
CCNC(=O)c1ccccc1-c1nc(-c2ccccc2)no1 | 2 | 1 | 9 | 14 | 2 | -2 | 1 | 1 | -3 | 2
CC(Sc1nn(-c2ccc(Cl)cc2)c(=S)s1)C(=O)NCC1CCCO1 (stereo not drawn) | -2 | . | 0 | . | . | 5 | 3 | 5 | -3 | 2
CCC(=O)N1CCN(c2ccc(Cl)cc2NC(=O)c2ccc(Br)o2)CC1 | -2 | -4 | 11 | -13 | -6 | 3 | 9 | -10 | 2 | 8
c1ccc(CCNc2ccnc3cc4ccccc4cc23)cc1 | 13 | 0 | -4 | -75 | 87* | 1 | 18 | 117* | . | 11
CCCn1c(=O)c2ccccc2n2c(SCc3cc(=O)oc4ccc5ccccc5c34)nnc12 | 11 | -3 | -5 | -16 | -1 | 1 | 3 | -32 | 8 | 1
CC1CCCC(C)N1C(=O)CSc1nnc(-c2c[nH]c3ccccc23)o1 (stereo not drawn) | -4 | -4 | 2 | -12 | -6 | 3 | 34 | -26 | 4 | 11
CN(C)CCCCOc1cccc(Br)c1 | 3 | -4 | 5 | 5 | 4 | -9 | -6 | 12 | -3 | -5
O=C(Cc1ccccc1)NN1C(=O)C2C3C=CC(C3)C2C1=O (stereo not drawn) | 1 | -2 | 0 | 2 | 3 | -4 | . | 9 | -3 | .
Fc1ccc(CSc2nnc(-c3ccco3)o2)cc1 | 3 | 3 | 7 | -32 | -3 | -5 | 23 | -117 | -1 | 15
O=C(NCCCn1ccnc1)c1cc(-c2ccc(Cl)cc2)nc2ccccc12 | -3 | -1 | 3 | -5 | 8 | 2 | -34 | -17 | 0 | -8

Reformatted with values under each structure: part of the list above
Values in the order: Dyrk1A ADPGlo, HSP90 inh, Platelet DG rel, KLF5 inhibitor, IEC-6 cytotox, GSK3B inh, HSF-1 act, aSyn 5UTR inh, GSK3 alpha inh, HSF1 inh
> Cc1[nH]nc2nc(SCC(=O)NCC3CCCO3)n(-c3ccc(Br)cc3)c(=N)c12 (stereo not drawn)
→ 15, 0, 7, -15, 6, 1, 8, 18, 2, 3
> CCCN1C(=O)/C(=C/c2cc(C)n(C)c2C)SC1=Nc1ccc(OCC)cc1
→ 5, 0, 17, 4, -4, 6, 8, 31, 12, 4
> CCNC(=O)c1ccccc1-c1nc(-c2ccccc2)no1
→ 2, 1, 9, 14, 2, -2, 1, 1, -3, 2
> CC(Sc1nn(-c2ccc(Cl)cc2)c(=S)s1)C(=O)NCC1CCCO1 (stereo not drawn)
→ -2, ., 0, ., ., 5, 3, 5, -3, 2
> CCC(=O)N1CCN(c2ccc(Cl)cc2NC(=O)c2ccc(Br)o2)CC1
→ -2, -4, 11, -13, -6, 3, 9, -10, 2, 8
> c1ccc(CCNc2ccnc3cc4ccccc4cc23)cc1
→ 13, 0, -4, -75, 87*, 1, 18, 117*, ., 11
> CCCn1c(=O)c2ccccc2n2c(SCc3cc(=O)oc4ccc5ccccc5c34)nnc12
→ 11, -3, -5, -16, -1, 1, 3, -32, 8, 1
> CC1CCCC(C)N1C(=O)CSc1nnc(-c2c[nH]c3ccccc23)o1 (stereo not drawn)
→ -4, -4, 2, -12, -6, 3, 34, -26, 4, 11
> CN(C)CCCCOc1cccc(Br)c1
→ 3, -4, 5, 5, 4, -9, -6, 12, -3, -5
> O=C(Cc1ccccc1)NN1C(=O)C2C3C=CC(C3)C2C1=O (stereo not drawn)
→ 1, -2, 0, 2, 3, -4, ., 9, -3, .
> Fc1ccc(CSc2nnc(-c3ccco3)o2)cc1
→ 3, 3, 7, -32, -3, -5, 23, -117, -1, 15
> O=C(NCCCn1ccnc1)c1cc(-c2ccc(Cl)cc2)nc2ccccc12
→ -3, -1, 3, -5, 8, 2, -34, -17, 0, -8

An excerpt, so the mix of outcomes need not match the whole.
